D1 antag: Antagonist of Human D 1 Dopamine Receptor: qHTS; D(1A) dopamine receptor (Homo sapiens), P21728; HEK293 TREx D1 cells, calcium flux, dopamine EC80; stronger effect = lower value; activity change, negative = inhibition, % at 10 µM; actives 3.2% (n = 360,000); AID 504652, 2011; in the data active = activity change below about -30%; also: % is scaled to controls: 0 for no effect and ±100 for the full control effect
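Tetracycline-induced HEK293 Trex D1 cells, force-coupled to calcium, dye-loaded; compounds added and read 180 s, then EC80 dopamine added and calcium flux tracked kinetically another 180 s.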
TRHR agonist: qHTS for Small Molecule Agonists and Allosteric Enhancers of Human TRH Receptor: Primary Screen for Agonists; Thyrotropin-releasing hormone receptor (Homo sapiens), P34981; TRHR cells, calcium flux fluo-8, FDSS agonist mode; activation, % at 2 µM; actives 0.18% (n = 360,000); AID 493084, 2011; also: 0% is about no effect
Target sequence (P34981 whole entry, looked up): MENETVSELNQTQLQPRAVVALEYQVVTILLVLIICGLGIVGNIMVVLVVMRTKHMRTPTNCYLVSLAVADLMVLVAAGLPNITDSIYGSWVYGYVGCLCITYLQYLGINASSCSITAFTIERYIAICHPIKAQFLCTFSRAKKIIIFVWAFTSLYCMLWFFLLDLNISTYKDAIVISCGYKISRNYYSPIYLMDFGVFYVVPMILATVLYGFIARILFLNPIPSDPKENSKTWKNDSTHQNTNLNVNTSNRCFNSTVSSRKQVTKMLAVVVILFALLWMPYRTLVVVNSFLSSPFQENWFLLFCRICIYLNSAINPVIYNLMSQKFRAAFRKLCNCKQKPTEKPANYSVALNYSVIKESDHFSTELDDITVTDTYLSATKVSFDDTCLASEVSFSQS
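Fluo-8-loaded TRHR cells; 10 s baseline, compound added, kinetic Ca2+ fluorescence read 1/s, agonist mode.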
D2 agonist: HTS Assay for Allosteric Agonists of the Human D2 Dopamine Receptor: Primary Screen for Agonists | D(2) dopamine receptor (Homo sapiens), P14416 | HEK293 T-REx D2 cells, calcium flux agonist mode | activation, % at 2 µM | actives 0.53% (n = 340,000) | AID 485358, 2010;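 active = activation over 3 SD above normal in the single-dose calcium agonist read, cut at about 30% in these data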; also: 0% is about no effect
Target sequence (P14416 whole entry, looked up): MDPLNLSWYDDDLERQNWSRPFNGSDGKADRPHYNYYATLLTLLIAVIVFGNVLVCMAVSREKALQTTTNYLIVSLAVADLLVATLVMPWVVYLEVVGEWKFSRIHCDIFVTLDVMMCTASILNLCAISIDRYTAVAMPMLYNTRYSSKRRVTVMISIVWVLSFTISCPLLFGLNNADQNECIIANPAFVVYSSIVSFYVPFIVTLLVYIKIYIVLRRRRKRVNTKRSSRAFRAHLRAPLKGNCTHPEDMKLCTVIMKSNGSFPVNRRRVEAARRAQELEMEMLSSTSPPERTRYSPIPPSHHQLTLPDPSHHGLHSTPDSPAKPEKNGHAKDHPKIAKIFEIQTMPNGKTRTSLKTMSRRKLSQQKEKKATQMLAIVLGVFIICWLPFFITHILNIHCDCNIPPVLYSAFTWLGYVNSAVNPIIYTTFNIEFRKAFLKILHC
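Agonism scored from kinetic calcium signal (1 read/sec, 180 s) following compound pin transfer, after a 10 s baseline. Cells: HEK293 Trex line expressing inducible D2 receptor coupled to calcium, dye-loaded after overnight culture at 30 C.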
D2 potentiator: HTS Assay for Positive Allosteric Modulators of the Human D2 Dopamine Receptor: Primary Screen for Potentiators | HEK293 T-REx D2, calcium flux, EC20 dopamine potentiation | potentiation, % at 10 µM | actives 0.34% (n = 340,000) | AID 485347, 2010 | D(2) dopamine receptor (Homo sapiens), P14416;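 active = potentiation over 3 SD above the plate norm, cut at about 30% in these data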; also: 0% is about no effect
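Calcium flux readout, no-wash dye, 1 read/s. Inducible HEK293 Trex D2 line, overnight 30 C. Compound alone 180 s (agonist flags), then EC20 dopamine, another 180 s to score potentiation.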
D1 potentiator: Potentiators of Human D1 Dopamine Receptor: qHTS | D(1A) dopamine receptor (Homo sapiens), P21728 | HEK293 TREx D1 cells, calcium flux, dopamine EC20 potentiation | potentiation, % at 10 µM | actives 0.036% (n = 360,000) | AID 504651, 2011; in the data active = potentiation above about 30%; also: 0% is about no effect
D2 antagonist: HTS Assay for Allosteric Antagonists of the Human D2 Dopamine Receptor: Primary Screen for Antagonists | inhibition, % at 10 µM | D(2) dopamine receptor (Homo sapiens), P14416 | actives 2% (n = 340,000) | HEK293 TREx D2 cells, calcium flux, dopamine EC80; in the data active = inhibition above about 30%; also: 0% is about no effect
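Inhibition of EC80 dopamine-driven calcium flux, recorded kinetically, defines activity here; cells are a tetracycline-induced HEK293 T-REx line expressing force-coupled D2.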
TRHR enhancer: qHTS for Small Molecule Agonists and Allosteric Enhancers of Human TRH Receptor: Primary Screen for Enhancers; TRHR cells, fluo-8 calcium fluorescence, EC20 TRH enhancement; actives 0.66% (n = 360,000); AID 493056, 2011; enhancement, % at 2 µM; Thyrotropin-releasing hormone receptor (Homo sapiens), P34981; in the data active = enhancement above about 30%; also: 0% is about no effect
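Enhancer read-out: after compound pinning and an initial kinetic agonist-mode read, an EC20 of TRH (10 nM final) was injected and fluo-8 calcium signal (Ex 480/Em 530) followed at 1 s/cycle for 100 cycles in TRHR-expressing cells.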
D1 agonist: Allosteric Agonists of the Human D1 Dopamine Receptor: qHTS; activation, % at 2 µM; actives 1% (n = 360,000); HEK293 T-REx D1 cells, calcium flux, agonist mode; AID 504660, 2011; also: 0% is about no effect
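Inducible HEK293 T-REx D1 cells, force-coupled to calcium signalling, were plated at 4000 cells/well with tetracycline and held overnight at 30 C. After no-wash calcium dye loading, compound-evoked calcium rise over 180 s flagged agonists.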
RXFP1 antagonist: qHTS Assay for Antagonists of the Relaxin Receptor RXFP1; activity change, negative = inhibition, % at 57.5 µM; HEK293-RXFP1, relaxin-stimulated cAMP HTRF, 30 min; stronger effect = lower value; Relaxin receptor 1 (Homo sapiens), Q9HBX9; actives 0.59% (n = 350,000);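 active = activity change of -60% or lower, but not beyond a set lower limit; inconclusive = change between -60% and -40%, or beyond the set limit; inactive = change above -40%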; also: % is scaled to controls: 0 for no effect and ±100 for the full control effect
The depositor's hits bear a star; ? = inconclusive; / = not tested or not shown; & = joins results of further samples. Rule as the data show it, unless noted: active = activation above about 30%; inactive = the rest.

SMILES	D1 antag	TRHR agonist	D2 agonist	D2 potentiator	D1 potentiator	D2 antagonist	TRHR enhancer	D1 agonist	RXFP1 antagonist
COc1ccc(/C=C/C(=O)NC(=S)N2CCN(c3ccccn3)CC2)cc1OC	-3	-1.8	8.3	0	-10	7	-5	2	-25
O=C(Nc1ccc(N2C(=O)C3C4C=CC(C4)C3C2=O)cc1)Nc1nncs1 (stereo not drawn)	11	0.5	0.0	-2	1	3	3	1	/
COc1cccc(NC(=O)c2oc3ccc(S(=O)(=O)N4CCC5(CC4)OCCO5)cc3c2C)c1	-6	0.7	-1.0	-2	0	/	-1	-2	?
CC(=O)c1cccc(NC(=O)c2ccc(Br)o2)c1	-11	0.0	-1.4	-10	-7	-13	-2	3	-24
COc1ccc(-c2cn[nH]c2-c2ccc(OCc3ccc([N+](=O)[O-])cc3)cc2O)cc1	-27	-0.6	/	/	-9	/	-4	7	5
Cc1cccc(NC(=O)COC(=O)Cc2cccs2)c1C	-5	-0.2	-0.4	11	-5	9	3	0	2
COC(=O)CC1SC(=O)NC1=Nc1ccccc1 (stereo not drawn)	-20	0.0	-0.1	-3	-5	8	-5	3	-6
COc1ccc(N(C)C(=O)c2cn(C3CCCCC3)c(=O)c3c2c2ccccc2n3C)cc1	2	-1.1	-0.8	2	0	/	-10	11	0
CCN=C1SC(CC(=O)Nc2ccc(C(F)(F)F)cc2)C(=O)N1CC (stereo not drawn)	-22	2.7	1.6	-11	-9	8	1	4	-35
CCOc1ccc(NC(=O)CC2SC(N)=NC2=O)c([N+](=O)[O-])c1 (stereo not drawn)	3	0.6	0.8	2	-2	-6	-3	1	-7

Five compounds out of the list, arranged by heavy-atom count, high to low.
SMILES	D1 antag	TRHR agonist	D2 agonist	D2 potentiator	D1 potentiator	D2 antagonist	TRHR enhancer	D1 agonist	RXFP1 antagonist
COc1cccc(NC(=O)c2oc3ccc(S(=O)(=O)N4CCC5(CC4)OCCO5)cc3c2C)c1	-6	0.7	-1.0	-2	0	/	-1	-2	?
COc1ccc(-c2cn[nH]c2-c2ccc(OCc3ccc([N+](=O)[O-])cc3)cc2O)cc1	-27	-0.6	/	/	-9	/	-4	7	5
COc1ccc(/C=C/C(=O)NC(=S)N2CCN(c3ccccn3)CC2)cc1OC	-3	-1.8	8.3	0	-10	7	-5	2	-25
CCOc1ccc(NC(=O)CC2SC(N)=NC2=O)c([N+](=O)[O-])c1 (stereo not drawn)	3	0.6	0.8	2	-2	-6	-3	1	-7
CC(=O)c1cccc(NC(=O)c2ccc(Br)o2)c1	-11	0.0	-1.4	-10	-7	-13	-2	3	-24

Continued.
SMILES	D1 antag	TRHR agonist	D2 agonist	D2 potentiator	D1 potentiator	D2 antagonist	TRHR enhancer	D1 agonist	RXFP1 antagonist
Cc1cccc(-c2nc3ccccc3c(=O)n2NC(=O)c2ccc([N+](=O)[O-])c(C)c2)c1	1	0.0	0.1	3	-1	-10	1	4	-3
O=C(Nc1ccc(F)cc1)c1ccc(-n2cnnc2)cc1	9	-0.2	-1.4	2	-6	/	7	2	/
O=C(Nc1ccc(F)cc1)c1cccc(N2C(=O)C3C4C=CC(C5CC45)C3C2=O)c1 (stereo not drawn)	-38*	0.2	-0.1	9	-2	-5	-8	13	-6
COc1ccc(N2Cc3cccc(C(=O)N4CCOCC4)c3C2=O)cc1	-4	0.7	-0.1	23	-2	-3	19	2	1
CS(=O)(=O)N1CCCC(C(=O)Nc2ccc(F)cc2)C1 (stereo not drawn)	7	-0.5	-0.5	6	-4	19	-3	7	2
Cc1ccc(CSc2cn(CC(=O)N3CCCCCC3)c3ccccc23)cc1	1	-0.3	0.3	3	-3	/	-4	2	-35
O=C(NC(c1ccccc1)c1ccccc1)c1ccc(=O)[nH]n1	5	0.2	-0.2	5	-5	5	-3	0	12
COc1ccc(CCNC(=O)CN2CCN(c3ccccc3Cl)CC2)cc1	4	-1.0	-1.3	6	-6	-17	23	22	4
CC(C)(C)OC(=O)n1c2ccsc2c2cnn(Cc3ccccc3F)c(=O)c21	10	-2.8	/	/	5	/	-2	0	/
COc1cc(C)ccc1OCCSc1nnc(-c2ccc(C)cc2)o1	-2	0.5	-1.9	5	2	/	-1	5	-13
CS(=O)(=O)Nc1ccccc1C(=O)c1ccccc1	6	0.4	0.4	8	-4	-1	-3	2	1
Cc1ccc2cc(CN(c3ccccc3)S(=O)(=O)c3ccccc3)c(=O)[nH]c2c1	-9	0.3	0.8	16	-1	2	8	3	-9
COc1cccc(NC(=O)COc2ccc(N3CC(C(=O)NCC(C)C)CC3=O)cc2)c1 (stereo not drawn)	2	0.3	1.2	-2	-4	-18	17	0	5
CCC(C)C(NS(=O)(=O)c1ccc(C)cc1)C(=O)O (stereo not drawn)	0	1.0	1.0	-2	4	3	-3	-2	-8
O=C(NCc1ccco1)c1ccccc1NC(=O)C1CC(=O)N(c2ccc(Cl)cc2)C1 (stereo not drawn)	-10	-0.5	-0.1	12	-5	-20	-1	1	5
CSc1nc2c(c(C(F)(F)F)n1)CC(C)CC2 (stereo not drawn)	-1	0.5	-0.8	-8	3	-8	1	0	-5
COc1ccc(C2c3[nH]c4ccccc4c3C[C@H]3C(=O)N(C4CCN(Cc5ccccc5)CC4)CC(=O)N23)c(OC)c1 (stereo partly drawn)	-8	-0.5	0.6	-4	-2	-5	4	5	-6
CC(=O)c1c(C)oc2c1cc(NS(=O)(=O)c1ccc(Br)cc1)c1ccccc12	-32*	0.5	0.6	-2	2	/	-7	5	-2
COc1ccccc1NC(=O)CSC1=NC(=O)C(Cc2ccccc2)C(=O)N1 (stereo not drawn)	2	-0.2	0.5	-17	2	4	7	3	-7
COc1ccc(-c2nc(SCC(=O)c3ccc(Br)cc3)n[nH]2)cc1	8	-0.1	-0.5	-13	-5	/	-8	-1	/
Cc1ccc(NCc2n[nH]c(=S)n2-c2ccccc2)c(C)c1	-7	-0.2	0.0	4	-5	-5	-7	2	-6
Cc1c(Cl)cccc1NC(=O)CCC(=O)NNC(=O)CCC(=O)O	7	-0.4	0.3	-4	-2	11	5	4	-10
COc1ccc(CCNC(=O)c2noc(C)c2[N+](=O)[O-])cc1OC	22	0.4	0.4	-2	7	2	-9	3	4
Cn1cnnc1SCC(=O)Nc1ccc(N2CCCCC2)cc1	-13	0.7	0.2	1	0	-16	-4	1	-4
CC(C)C(C(=O)NC1CCCC1)N(Cc1ccco1)C(=O)CNS(=O)(=O)c1ccccc1 (stereo not drawn)	-1	-1.1	-0.1	15	-5	-15	6	3	-4
CCCCn1c(N)c(N(CCOC)C(=O)CCc2ccc(OC)cc2)c(=O)[nH]c1=O	-5	1.5	0.8	-2	1	-2	-2	0	12
CCc1ccc(CN(C(=O)c2cc3ccccc3oc2=O)C2CCS(=O)(=O)C2)cc1 (stereo not drawn)	-16&6	0.4&0.1	0.3&0.1	3&12	-4&-5	11	-2&3	1&0	-20&-9
COc1ccc(C2Nc3ccccc3-n3c(-c4ccccc4)c4c(=O)n(C)c(=O)n(C)c4c32)cc1 (stereo not drawn)	-10	-0.7	/	0	-3	/	0	16	4
CC(C)C(NC(=O)CCN1C(=O)c2ccccc2C1=O)c1ccccc1 (stereo not drawn)	9	-0.3	-0.8	-7	-11	19	-6	4	3
COc1ccc(NC(=O)N/C=C/c2ccco2)cc1	-10	-0.6	1.3	10	-7	22	-9	2	?
CC(=O)c1cc(CN2CCC(N3CCC(C(=O)NC(C)C)CC3)CC2)cs1	-1	1.0	-1.2	-1	-3	-11	0	2	-5
COc1ccc(N2CCN(C(=O)c3cc(S(=O)(=O)N4CCCCCC4)ccc3OC)CC2)cc1	2	-0.6	0.4	-9	-4	40*	1	6	-25
CCc1nnc(NS(=O)(=O)c2ccc(NC(=O)c3ccccc3O)cc2)s1	-4	0.7	-0.2	-3	4	6	-1	2	2
O=C(CSc1nnnn1-c1ccccc1)N1CCNC1=O	-6	0.3	-3.4	15	2	5	4	3	-1
CC(C(=O)N1CCCCCC1)c1ccc([N+](=O)[O-])cc1 (stereo not drawn)	-4	0.7	0.4	-7	11	-3	-7	0	3
CNC(=S)Nc1cc2oc3ccccc3c2cc1OC	2	0.7	57*	-19	-3	14	0	1	2
COc1ccc(C(=O)NC(=S)N(CCC(C)C)c2c(N)n(Cc3ccccc3)c(=O)[nH]c2=O)cc1	-3	0.3	0.1	8	1	-5	-4	-1	-12
O=C(Nc1ccc2c(c1)CCC2)c1ccccc1Br	-3	-0.5	-0.5	-8	4	-10	-1	2	-4
O=S(=O)(Cc1cc(Cl)nc(-c2cccnc2)n1)c1ccccc1	-6	-0.1	0.5	0	-2	/	-3	2	4
COc1ccc(C2c3ccc(O)cc3Oc3ncn4nc(-c5ccco5)nc4c32)cc1OC (stereo not drawn)	-1	1.0	-2.1	-3	0	-26	-4	5	-12
C/C(=N\NC(=O)c1ccc(CN2CCOCC2)cc1)c1ccc([N+](=O)[O-])cc1	-6	0.1	/	/	6	/	12	2	-8
COc1ccc(C=O)cc1Oc1nc(Cl)ncc1F	-3	0.1	0.6	7	4	-14	2	10	7
C=CCNC(=S)NNC(=O)c1ccc(=O)n(Cc2ccc(Cl)cc2Cl)c1	12	1.4	0.4	4	-2	7	-1	3	-1
CCc1cccc(NC(=O)CN2C(=O)NC3(CCCCCCC3)C2=O)c1	5	-0.2	-0.1	5	0	3	9	0	-4
Cc1cccc(C)c1NC1=NC(C)(C)N=C(N)N1	-1	0.2	0.6	6	-5	1	0	2	-3
C/C(=N/NC(=O)CNC(=O)/C=C/c1ccccc1)c1ccco1	0	0.4	1.8	2	-1	2	-1	9	9
Cc1cc(C)nc(SCCC(=O)Nc2ccccc2Cl)n1	9	-0.8	-0.4	7	5	-14	-3	4	10
COc1ccc(C2CC(c3ccccc3)=NN2c2ccc(S(N)(=O)=O)cc2)cc1 (stereo not drawn)	-2	0.2	-0.1	-3	15	-14	7	2	-7
COc1ccccc1-c1cc(C(=O)NCc2cccs2)no1	0	1.0	1.0	-24	-12	76*	-5	6	2
Cc1ccc(NC(=O)C(Cc2ccccc2)NS(=O)(=O)c2ccc3c(c2)c(=O)n(C)c(=O)n3C)c(C)c1 (stereo not drawn)	-6	0.1	0.7	-3	1	/	-5	3	/
